High-throughput results deposited in PubChem by Broad Institute.
INS-1E GSIS act = GLuc luminescence reporter in INS-1E cells, primary screen for activators of glucose-dependent secretion of insulin; INS-1E GLuc reporter insulin secretion, 2-3 h; AID 743287, 2014; 370,000 compounds, 0.61% hits; activation, % at 16.6 µM;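 active = lowest replicate activation of at least 40%, so every replicate reaches that level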;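 note: 0% = median of neutral control wells and 100% = median of IBMX positive control wells; some compounds called inactive have numbers as strong as hits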
F508del corr = F508del CFTR correction, initial screen, CFBE line, single point; 350,000 compounds, 0.36% hits; AID 720511, 2013; activity (quench increase), % at 7.58 µM; CFBE cells, YFP halide quenching; stimulated with forskolin plus potentiator P3; % fluorescence drop versus neutral controls;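 active = mean added fluorescence quench of at least 8% versus neutral control, with both replicates also reaching 8%; inconclusive = only one of the mean or replicate conditions met; inactive = mean below 8% and not both replicates reaching 8%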;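 note: cells transiently co-express mutant CFTR-F508del with the halide-sensitive YFP; corrector assay measuring rescue of mutant channel to the surface after 24 h compound exposure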
PAX8 reporter = inhibitors of PAX8-driven TPO luciferase reporter, primary screen, RMG-I cells, single concentration | AID 652154, 2013 | 360,000 compounds, 1.2% hits | inhibition, % at 12.6 µM | SteadyGlo, 24 h;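 active = mean replicate inhibition at least 60% with every replicate also reaching 60%; inconclusive = only one of the two criteria is met; inactive = mean below 60% and not all replicates reaching 60%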;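 note: luciferase light reporting Pax8 driven TPO promoter activity; plate controls were median of neutral control wells for no effect and mitoxantrone controls for full effect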
FN deposit inh = inhibitors of fibronectin matrix deposition, primary screen, AH1F cells, Alexa488-fibronectin fluorescence, plate reader. AH1F fibroblasts, overnight. inhibition, % at 12.6 µM. 350,000 compounds, 0.086% hits;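 active = mean inhibition across replicates of 30% or more, regardless of how many single replicates reach that level; inconclusive = mean under 30% yet at least half of replicates reach 30%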;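 note: positive control wells lacked labelled fibronectin entirely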
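Assay system: AH1F fibroblast monolayer, labelled fibronectin deposition. Amount: 10000 cells per well. Also added: labelled fibronectin 24 nM. Compound: single-point pinned compound. Incubation: cell attachment 1 h, compound and FN exposure overnight. Detection: fluorescence after three HBSS washes, excitation 485 nm, emission 525 nm. Read-out: inhibition of fibronectin deposition signal.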
EWS-Fli block = EWS/Fli-driven NR0B1 reporter inhibitors, primary screen, A673 cells, NR0B1 luciferase, luminescence, MLPCN library; AID 651661, 2012; 350,000 compounds, 0.67% hits; viability-normalised; inhibition, % at 12.6 µM;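 active = mean inhibition of at least 50% after viability correction, with every replicate also passing that limit; inconclusive = mean reaches 50% but only one of two replicates passes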;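 note: firefly luciferase signal divided by Alamar Blue viability fluorescence both relative to DMSO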
DENV2 CPE = inhibitors of DENV2 cytopathic effect, primary screen, cell-based, plate reader, single concentration; DENV2-infected cells, cytopathic effect rescue; CPE inhibition, % at 9.99 µM; 350,000 compounds, 1.7% hits; AID 651640, 2012; in the data active = CPE inhibition above about 20%, passing the limit was not always enough; inconclusive = no clear call, values can overlap the other calls; tested in BHK-21 cells;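 note: 0% = median of neutral control wells and 100% = median of positive control wells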
miR-122 sensor = miR-122 Renilla sensor signal increase in Huh7, primary screen, miR-122 inhibitor project, cell-based, single point, plate reader; Huh7 miR-122 Renilla luciferase sensor, 48 h; neutral wells = 0, positive control = 100; activation (reporter increase), % at 12.5 µM; 340,000 compounds, 0.3% hits;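 active = mean replicate activation score at least 90 and every replicate individually at or above 90; inconclusive = only one of the two criteria met; inactive = neither criterion met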;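 note: higher luciferase means less miR-122 activity so hits act as miR-122 inhibitors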
* marks the source's active call; other numbers are inactive results; [ ] = remark or other dose.

CCNC(=S)Nc1ccc(-c2nc3ccccc3[nH]2)cc1 was read as INS-1E GSIS act -15, F508del corr -1.2, PAX8 reporter -89, EWS-Fli block -107 and DENV2 CPE -3.
`Nc1n[nH]c(N)c1N=Nc1ccccc1` gave INS-1E GSIS act 8, F508del corr -1.2, PAX8 reporter -7, FN deposit inh -15, EWS-Fli block 0 and DENV2 CPE 2.
Screening CCCN(C(=O)COC(=O)c1nc2nc(C)cc(C)n2n1)C1CCS(=O)(=O)C1 (centres undefined) returned INS-1E GSIS act -4, F508del corr -1.1, PAX8 reporter 1, FN deposit inh 0, EWS-Fli block -3, DENV2 CPE -6 and miR-122 sensor -5.
Screening CC(C)(C)N/C=C(\C#N)S(=O)(=O)c1ccc(Br)cc1 returned INS-1E GSIS act -6, F508del corr -0.4, PAX8 reporter -10, FN deposit inh 6, EWS-Fli block 3, DENV2 CPE -3 and miR-122 sensor -1.
`Cc1cccc(-n2c(C)cc(/C=N/O)c2C)c1` gave INS-1E GSIS act 20, F508del corr -0.1, PAX8 reporter 1, FN deposit inh -4, EWS-Fli block -2, DENV2 CPE 2 and miR-122 sensor -8.
For CCNC(=S)NNC(=O)c1ccoc1C the results were INS-1E GSIS act 3, FN deposit inh 1 and miR-122 sensor 6.
O=C(C[C@H]1C[C@H]2c3cc(NC(=O)Nc4ccccc4)ccc3O[C@H]2[C@H](CO)O1)NC1CCCC1 was read as INS-1E GSIS act -6, F508del corr -5.6, PAX8 reporter -8, FN deposit inh -6, EWS-Fli block -6, DENV2 CPE 17 and miR-122 sensor -1[16.7 µM].
`CCCNC(=O)N1CC2(CN(Cc3cccc(F)c3)C2)c2c([nH]c3cc(OC)ccc23)[C@@H]1CO` gave INS-1E GSIS act -7, F508del corr 1.0, FN deposit inh 9, EWS-Fli block -4 and DENV2 CPE -6.
Clc1ccc(-c2nc3ccccn3c2CN2CCSCC2)cc1 was read as INS-1E GSIS act 12, F508del corr 3.1, PAX8 reporter -12, FN deposit inh 0, EWS-Fli block -11 and DENV2 CPE 14.
O=[N+]([O-])c1cccc(/C=N/Nc2ncc(Br)cn2)c1 was read as INS-1E GSIS act -3, F508del corr 0.0, PAX8 reporter -158, FN deposit inh 6, EWS-Fli block -152, DENV2 CPE inconclusive and miR-122 sensor -4.
CN(C(=O)C1Cc2c(-c3ccc(Cl)cc3)ccnc2O1)c1ccccc1 (centres undefined) was read as INS-1E GSIS act -13, F508del corr 3.5, PAX8 reporter 21, FN deposit inh -1, EWS-Fli block 4, DENV2 CPE -8 and miR-122 sensor -4.
C1=C(CCNCC2CCCCC2)CCCC1 was read as INS-1E GSIS act 11, FN deposit inh -4 and miR-122 sensor 0.
Screening CCCCc1ccc(NC(=S)N2CCN(c3ccccn3)CC2)cc1 returned INS-1E GSIS act -12, F508del corr 3.3, PAX8 reporter 11, FN deposit inh -6, EWS-Fli block 12, DENV2 CPE -3 and miR-122 sensor -6.
Screening O=C(NC1CCCC1)C(c1ccc(F)cc1)N(C(=O)c1csnn1)C1CCCC1 (centres undefined) returned INS-1E GSIS act -13, F508del corr -2.3, PAX8 reporter 4, FN deposit inh 2, EWS-Fli block 5, DENV2 CPE -3 and miR-122 sensor 1.
For CC(=O)N[C@H]1CC[C@@H](CCNC(=O)C2CCCC2)O[C@@H]1CO the results were INS-1E GSIS act 5, F508del corr 0.6, PAX8 reporter -3, EWS-Fli block 0, DENV2 CPE 27* and miR-122 sensor -9[16.7 µM].
`CC(=O)OCC(OC(C)=O)C(OC(C)=O)C(OC(C)=O)C(=O)Nc1cccc(C)c1` (centres undefined) gave F508del corr -3.2, PAX8 reporter 8, FN deposit inh -6, EWS-Fli block 5, DENV2 CPE 3 and miR-122 sensor -6.
For Cc1nn(C(C)C(=O)NC2C(=O)N3C(C(=O)O)=C(CSc4nnnn4C)CSC23)cc1Cl (centres undefined) the results were INS-1E GSIS act -6, F508del corr -3.4, PAX8 reporter -8, FN deposit inh 5, EWS-Fli block -15, DENV2 CPE -1 and miR-122 sensor -20.
`COc1cccc(OCCOCCOc2ccc(C)cc2[N+](=O)[O-])c1` gave INS-1E GSIS act 3, PAX8 reporter 15, FN deposit inh -8, EWS-Fli block -4 and DENV2 CPE -4.
Screening COc1ccccc1/C=C/C=N/n1c(-c2ccco2)n[nH]c1=S returned F508del corr -3.0, PAX8 reporter -8, FN deposit inh 2, EWS-Fli block 10 and DENV2 CPE 2.
CNC[C@@H]1Oc2ccc(NC(=O)Nc3c(C)noc3C)cc2CC(=O)N([C@@H](C)CO)C[C@H]1C was read as INS-1E GSIS act 19, F508del corr -1.6, PAX8 reporter -9, FN deposit inh -2, EWS-Fli block -10 and miR-122 sensor 1[16.7 µM].
O=c1[nH]c(C2CCCN(S(=O)(=O)c3ccc(F)cc3)C2)nc2c1nnn2Cc1ccc(F)cc1 (centres undefined) was read as INS-1E GSIS act -6, F508del corr -2.2, PAX8 reporter 0, FN deposit inh -11, DENV2 CPE 14 and miR-122 sensor -4.
CCCOc1ccc(S(=O)(=O)Nc2ccccn2)c2ccccc12 was read as INS-1E GSIS act 6, F508del corr 3.1, PAX8 reporter 13, FN deposit inh -2, EWS-Fli block 3, DENV2 CPE 2 and miR-122 sensor 12.
`CC(=O)Nc1ccc(-c2ccnc3c2CC(C(=O)Nc2cccc(C(C)=O)c2)O3)cc1` (centres undefined) gave INS-1E GSIS act -15, F508del corr 0.8, FN deposit inh 5, EWS-Fli block 1, DENV2 CPE -4 and miR-122 sensor 0.
`CC1(C)CC(=O)C(C(=S)Nc2ccc(F)cc2)=C(NCCN2CCOCC2)C1` gave INS-1E GSIS act -6, PAX8 reporter -1, FN deposit inh 0 and miR-122 sensor 4.
`COc1cccc(CNCCNC(=O)c2nonc2N)c1` gave INS-1E GSIS act 1, F508del corr -2.9, EWS-Fli block 1 and miR-122 sensor -5.
COC(=O)c1ccc2nc(-c3ccc(F)cc3)c(Cc3ccsc3)n2c1 was read as INS-1E GSIS act 5, F508del corr 1.2, PAX8 reporter -18, FN deposit inh 14, EWS-Fli block 2, DENV2 CPE 8 and miR-122 sensor -7.
O=C(COC(=O)c1ccccc1)c1ccc2c(c1)OCCO2 was read as INS-1E GSIS act 12, F508del corr 3.0, PAX8 reporter -209, FN deposit inh 3, EWS-Fli block -46, DENV2 CPE -7 and miR-122 sensor -3.
O=C(NCc1cccnc1)Nc1ccc(Cl)cc1Cl was read as INS-1E GSIS act 9, F508del corr -1.5, PAX8 reporter -6, FN deposit inh 10, EWS-Fli block 1, DENV2 CPE -8 and miR-122 sensor 4.
COCCOC(=O)c1[nH]c2c(c1C)C(=O)CC(c1cccs1)C2 (centres undefined) was read as INS-1E GSIS act 4, F508del corr 13*, PAX8 reporter 33, FN deposit inh -7, EWS-Fli block 61* and DENV2 CPE 0.
COc1ccc(N)cc1C#N was read as INS-1E GSIS act 1, F508del corr -2.1, PAX8 reporter -13, FN deposit inh -4, EWS-Fli block -2, DENV2 CPE -4 and miR-122 sensor 6.

Next section, overlapping the part above by 6 compounds.
`COc1cccc(CNCCNC(=O)c2nonc2N)c1` gave INS-1E GSIS act 1, F508del corr -2.9, EWS-Fli block 1 and miR-122 sensor -5.
COC(=O)c1ccc2nc(-c3ccc(F)cc3)c(Cc3ccsc3)n2c1 was read as INS-1E GSIS act 5, F508del corr 1.2, PAX8 reporter -18, FN deposit inh 14, EWS-Fli block 2, DENV2 CPE 8 and miR-122 sensor -7.
O=C(COC(=O)c1ccccc1)c1ccc2c(c1)OCCO2 was read as INS-1E GSIS act 12, F508del corr 3.0, PAX8 reporter -209, FN deposit inh 3, EWS-Fli block -46, DENV2 CPE -7 and miR-122 sensor -3.
O=C(NCc1cccnc1)Nc1ccc(Cl)cc1Cl was read as INS-1E GSIS act 9, F508del corr -1.5, PAX8 reporter -6, FN deposit inh 10, EWS-Fli block 1, DENV2 CPE -8 and miR-122 sensor 4.
COCCOC(=O)c1[nH]c2c(c1C)C(=O)CC(c1cccs1)C2 (centres undefined) was read as INS-1E GSIS act 4, F508del corr 13*, PAX8 reporter 33, FN deposit inh -7, EWS-Fli block 61* and DENV2 CPE 0.
COc1ccc(N)cc1C#N was read as INS-1E GSIS act 1, F508del corr -2.1, PAX8 reporter -13, FN deposit inh -4, EWS-Fli block -2, DENV2 CPE -4 and miR-122 sensor 6.
For CCOc1ccc(N(CC(=O)NC2CC2)S(=O)(=O)c2ccc(C)cc2)cc1 the results were INS-1E GSIS act 5, F508del corr -2.8, PAX8 reporter 11, FN deposit inh 2, EWS-Fli block 0, DENV2 CPE 13 and miR-122 sensor -3.
Screening Cc1cc(CNC(=O)COc2ccc(C)c(C)c2)c2ccccc2n1 returned INS-1E GSIS act 9, F508del corr 0.3, PAX8 reporter 21, EWS-Fli block 10, DENV2 CPE -7 and miR-122 sensor 0.
`CC(C)NC(=O)N(C)C[C@H]1Oc2ccc(NC(=O)NC3CCCCC3)cc2CC(=O)N([C@@H](C)CO)C[C@@H]1C` gave INS-1E GSIS act -5, F508del corr -3.5, EWS-Fli block -1, DENV2 CPE -6 and miR-122 sensor 2[16.7 µM].
For COc1ccc(OC)c(S(=O)(=O)NC2CCCCC2)c1 the results were INS-1E GSIS act 13, F508del corr -3.5, EWS-Fli block 15, DENV2 CPE 7 and miR-122 sensor 84.
For OC(c1ccccc1)(c1ccccc1)c1ncc[nH]1 the results were INS-1E GSIS act 2, F508del corr 0.4, PAX8 reporter -10, FN deposit inh -17, EWS-Fli block 3, DENV2 CPE 8 and miR-122 sensor -3.
Screening Cn1cnnc1Sc1ccc(/C=C(\CC(=O)O)c2nc3ccccc3s2)cc1[N+](=O)[O-] returned INS-1E GSIS act -3, F508del corr 0.8, PAX8 reporter -1, FN deposit inh -11, EWS-Fli block -5, DENV2 CPE 0 and miR-122 sensor -2.
COCCCNC(=O)CC1C(=O)N(Cc2ccccc2)C(C)c2nc3ccccc3n21 (centres undefined) was read as INS-1E GSIS act 10, F508del corr 0.8, PAX8 reporter 12, FN deposit inh -12, EWS-Fli block -2, DENV2 CPE 0 and miR-122 sensor -16.
C[C@@H]1CN([C@@H](C)CO)C(=O)c2cccc(NC(=O)Nc3ccc(C(F)(F)F)cc3)c2O[C@@H]1CN(C)S(C)(=O)=O was read as INS-1E GSIS act -6, F508del corr 0.5, PAX8 reporter 6, FN deposit inh -9, EWS-Fli block 3, DENV2 CPE inconclusive and miR-122 sensor -1[16.7 µM].
Screening COc1ccc(NC(=O)N2C[C@H]3[C@@H](c4ccccc42)[C@@H](CO)N3Cc2ccccn2)cc1 returned INS-1E GSIS act 4, F508del corr -0.9, PAX8 reporter -24, FN deposit inh 2, EWS-Fli block -18, DENV2 CPE -6 and miR-122 sensor 19[16.7 µM].
`CCOc1ccc(C2=NNC(c3cccs3)=Nc3ccc(OC)cc32)cc1OCC` gave PAX8 reporter 13, FN deposit inh -3 and miR-122 sensor 2.
Screening O=C(NNC(=O)c1cc(Cl)ccc1[N+](=O)[O-])c1csc(N2CCOCC2)n1 returned INS-1E GSIS act 31, F508del corr 2.0, PAX8 reporter -4, FN deposit inh 4, EWS-Fli block -5 and DENV2 CPE 9.
